GLP-1R agonist: activates the human GLP-1 receptor | 0.007% of 380,000 active | P43220 | HEK293 GLP-1R CRE-luciferase, luminescence, 4-6 h; cells express a hypersensitive GLP-1R form | Potency, µM (titrated, usually from 45.6 µM), for the others: at the top dose activation, hits mostly activators; further: potency means the concentration at half of the fitted maximal effect; % of control where 0% means no effect
Target sequence (P43220 whole entry, looked up): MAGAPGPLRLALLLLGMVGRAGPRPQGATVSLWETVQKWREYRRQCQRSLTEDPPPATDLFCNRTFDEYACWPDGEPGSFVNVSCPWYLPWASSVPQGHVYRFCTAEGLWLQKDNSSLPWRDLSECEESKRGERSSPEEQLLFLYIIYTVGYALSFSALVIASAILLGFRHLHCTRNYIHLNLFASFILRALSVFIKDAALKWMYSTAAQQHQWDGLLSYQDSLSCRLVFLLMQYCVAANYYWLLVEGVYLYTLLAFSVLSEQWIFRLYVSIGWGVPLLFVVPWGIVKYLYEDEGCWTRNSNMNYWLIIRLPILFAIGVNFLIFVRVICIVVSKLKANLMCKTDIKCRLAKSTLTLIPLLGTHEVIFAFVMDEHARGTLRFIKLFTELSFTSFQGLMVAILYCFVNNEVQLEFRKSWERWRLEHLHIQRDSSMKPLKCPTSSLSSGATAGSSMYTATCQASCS
D3 ag: activates the human D3 dopamine receptor; P35462; D3R DiscoveRx beta-arrestin cells, luminescence, 90 min; max activation, %; 0.58% of 410,000 active; in the data active means max activation above about 30%; further: 0% is about no effect; mostly tested at two doses, the higher about 12 µM
Target sequence (P35462 whole entry, looked up): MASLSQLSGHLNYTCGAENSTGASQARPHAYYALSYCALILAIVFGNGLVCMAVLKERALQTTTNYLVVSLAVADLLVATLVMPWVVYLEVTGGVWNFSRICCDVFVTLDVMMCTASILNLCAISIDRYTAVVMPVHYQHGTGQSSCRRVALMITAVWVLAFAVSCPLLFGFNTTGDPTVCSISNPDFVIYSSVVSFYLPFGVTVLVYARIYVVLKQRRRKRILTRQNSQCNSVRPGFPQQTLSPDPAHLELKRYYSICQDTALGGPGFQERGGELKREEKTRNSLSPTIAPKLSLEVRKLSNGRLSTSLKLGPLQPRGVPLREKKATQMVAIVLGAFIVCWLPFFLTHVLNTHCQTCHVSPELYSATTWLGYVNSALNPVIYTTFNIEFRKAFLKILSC
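Agonist-mode cell screen: cells plated at 1500/well and incubated overnight at 37 °C, then exposed to library compounds for 90 min at 37 °C. Detection reagent was added for 30–60 min at room temperature, and luminescence was read.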
HT1080 IDH1KD tx: kills HT-1080 cells with IDH1 knockdown; Potency, µM (series often up to 46.1 µM), for inactives: at the top dose activity, negative = toxicity, hits mostly cytotoxic; HT-1080 IDH1 knockdown viability, ATP luminescence, 48 h; 2% of 360,000 active;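 further: potency means the concentration at half of the fitted maximal effect; 0% = DMSO wells and -100% = cell-free medium wells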
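IDH1KD HT-1080 cells, 750/well, RPMI + 5% FBS; compound pinned after 2 h settling; 48 h, 37 °C; CellTiter-Glo luminescence; % activity normalised to DMSO and no-cell wells; curves fitted, classed by r2 and efficacy.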
D3 antag: antagonists of human D3 dopamine receptor. max response, negative = inhibition, %. 2.5% of 360,000 active. D3R cells, DiscoveRx beta-arrestin luminescence, antagonist mode; active compounds read low. P35462. AID 652054; in the data active means max response below about -50%; inconclusive means no clear call, values can overlap the other calls; further: on the % scale 0 is the no-effect control and ±100 the full control effect; mostly tested at two doses, the higher about 12 µM
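Cells expressing the human receptor were seeded at 1500 cells/well, incubated overnight at 37 degrees C in 5% CO2, then exposed to library compounds with dopamine controls for 90 minutes at 37 degrees C before luminescent detection.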
IL-1B inflam inh: inhibitors of inflammasome signaling (IL-1 beta secretion); THP-1 LPS/ATP IL-1B secretion, AlphaLISA, 16 h; active compounds read low; activity change, % at 57.5 µM; 4.7% of 360,000 active; AID 743279; in the data active means activity change below about -50%; inconclusive means mostly about -30% to -49%; further: on the % scale 0 is the no-effect control and ±100 the full control effect
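THP-1 cells pretreated 1 hr with compounds (up to 57.5 uM final), then stimulated with LPS (250 ng/mL final) plus ATP (1.25 mM final); secreted IL-1B measured by AlphaLISA after 16 hr, decreased signal indicating inhibition.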
SW480 rerep: induces DNA re-replication in SW480 colon adenocarcinoma cells. 1.8% of 340,000 active. SW480 DNA re-replication, Hoechst DNA content imaging, 48 h. Potency, µM (series often up to 46.1 µM), without a hit: at the highest dose re-replication activation, hits mostly activators. AID 624297; further: potency means the concentration at half of the fitted maximal effect; % of control where 0% means no effect; nearly all actives have a fitted effect of over 55% in size
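First, 250 cells per well were seeded. Next, compound or vehicle (23 nL) was pinned in, plates sat 48 hr at 37 C. Finally Hoechst was added for 40 min before fluorescence scanning.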
KB-V1 cytotox: KB-V1 MDR subline cytotoxicity; KB-V1 MDR cells viability, CellTiter-Glo, 72 h; Potency, µM (titrated, usually from 46.1 µM), inactives show at the highest dose activity change, negative = cytotoxicity, hits mostly cytotoxic; 3.4% of 400,000 active; AID 1347076; further: potency means the concentration at half of the fitted maximal effect; on the % scale 0 is the no-effect control and ±100 the full control effect; nearly all actives have a fitted effect of over 60% in size
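In this primary screen, KB-V1 cells overexpressing P-gp are incubated with library compounds (lowest to highest concentration) for 72 h at 37 degrees C before a luminescent ATP viability read.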
HT1080NT lethal: kills 2HG-producing HT-1080-NT fibrosarcoma cells; HT-1080-NT fibrosarcoma viability, CellTiter-Glo ATP luminescence, 48 h; Potency, µM (doses to about 46.1 µM), inactives show top-dose activity, negative = less viability, actives largely listed as cytotoxic; 1.6% of 360,000 active;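 further: NT is the 2HG producing partner of a matched IDH1 knockdown line; potency means the concentration at half of the fitted maximal effect; 0% = DMSO-treated cells and -100% = media-only wells without cells; nearly all actives have a fitted effect of over 55% in size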
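750 cells/well, RPMI + 5% FBS; 2 h settle, compound pin-transfer, 48 h at 37 degrees C. CellTiter-Glo 10 min RT, luminescence. Normalized to DMSO and media-only wells.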
KB-3-1 tox: KB-3-1 parental cell cytotoxicity; KB-3-1 viability, CellTiter-Glo ATP luminescence, 72 h; Potency, µM (doses to about 46.1 µM), without a hit: at the top dose activity change, negative = cytotoxic, hits mostly cytotoxic; 1.4% of 400,000 active; AID 1347075; further: potency means the concentration at half of the fitted maximal effect; on the % scale 0 is the no-effect control and ±100 the full control effect; nearly all actives have a fitted effect of over 60% in size
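Cytotoxicity in the drug-sensitive parental line KB-3-1 was scored as loss of CellTiter-Glo luminescence following 72 h incubation with compound. Values come from curve fitting of normalized concentration-response data.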
* marks the source's active call; other numbers are inactive results; ? = inconclusive; . = no result given; & = joins results of further samples; [ ] = remark or other dose. Unless noted, the call rests on the fitted dose curve; in most records, active means well fitted curve in the direction sought with a large enough effect; inconclusive means small, poorly fitted or top-dose-only effect, or another doubt; inactive means no such curve, though single readings can be large; an effect the other way counts as inactive or inconclusive.

SMILES	GLP-1R agonist	D3 ag	HT1080 IDH1KD tx	D3 antag	IL-1B inflam inh	SW480 rerep	KB-V1 cytotox	HT1080NT lethal	KB-3-1 tox
COc1ccnc(NCc2cccnc2)c1C#N	-1.6%	5.9	9.9%	-1.5	15.1	-0.1%	3.5%	8.2%	1.2%
CCCCCCOC(=O)NCC(O)c1ccccc1 (stereo not given)	8.3%	-3.5	-2.9%	-21.2	-1.9	-2.5%	?	-5.9%	?
COc1cc2c(cc1OC)-c1c(OC)c(OC)cc3ccnc(c13)C2=O	9.0%	1.2	-8.9%	5.2	?	?	-32.4%	-6.0%	?
O=C(/C=C\c1ccco1)Nc1ccc(N2CCN(C(=O)c3ccccc3)CC2)cc1	-1.1%	-1.8	-1.0%	-9.3	4.1	6.6%	23.1µM*	-1.0%	1.2%
C/C(=N\NC(=O)c1ccccc1)c1cc2cc([N+](=O)[O-])ccc2oc1=O	-8.7%	3.4	-12.2%	?	26.7	10.0%	-23.9%	-7.7%	10.8%
Cc1ccc2[nH]c(=O)c(CN(Cc3ccccc3)Cc3nnnn3C3CCCC3)cc2c1	7.4%	9.1	-3.6%	-9.7	-71.7*	-2.9%	23.1µM*	5.4%	9.4%
COc1ccc([N+](=O)[O-])cc1NC(=O)CSc1nc(C)cc(C)n1	0.0%	0.7	-5.6%	1.5	27.2	6.3%	-3.6%	-8.0%	-5.1%
O=C(O)c1ccccc1CSc1nnnn1-c1ccccc1	0.3%	7.3	3.1%	24.3	38.3	0.0%	16.3%	8.0%	9.1%
COc1cc2c(cc1O)[C@@H]1Cc3cc(O)c(OC)cc3[C@H](C2)N1C	-0.4%	-23.6	-6.1%	0.0	-6.3	-1.8%	-5.7%	-18.0%	-4.2%
CCc1ccc(C(=O)C(C)OC(=O)c2nn(C)c(=O)c3ccccc23)cc1 (stereo not given)	-1.0%	2.8	1.7%	3.3	1.5	-1.3%	-9.3%	-1.1%	-1.9%
Clc1ccc(-c2nnc(COc3ncnc4ccccc34)o2)cc1	0.3%	-3.3	14.5%	-6.8	-13.1	-0.3%	-7.4%	14.2%	-0.6%
CC1=NN(c2ccc(F)cc2)C(=O)C1C(c1cccc(O)c1)c1c(C)[nH]n(-c2ccc(F)cc2)c1=O (stereo not given)	-28.6%	-9.9	-19.4%	-9.8	46.8	0.0%	11.1%	?	-19.4%
CC(C)c1ccc(Nc2ncccc2C(=O)O)cc1	-0.9%	2.7	-24.4%	16.1	-0.6	-3.7%	-23.6%	-7.8%	?
COc1ccc(C(=O)CSc2ccc(-c3ccccc3)nn2)cc1	3.6%	2.6	-2.5%	0.7	21.9	-3.4%	0.0%	1.4%	2.0%
CC(OC(=O)c1nn(C)c(=O)c2ccccc12)C(=O)NC1CCCCC1C (stereo not given)	0.7%	2.6	3.2%	10.6	6.8	-3.5%	-4.3%	6.8%	4.0%
COc1ccc(/C=C/C(=O)NCC2COc3ccccc3O2)c(OC)c1 (stereo not given)	5.2%	-5.3	0.6%	-14.1	-59.4*	25.3%	?	-6.5%	2.0%
Fc1ccc(-c2nc3ccc(Cl)cn3c2Cc2ccccc2)cc1	18.7%	4.9	2.5%	33.0	19.3	.	?	-2.7%	16.6%
CC(C)(C)NC(=O)C[C@H]1C[C@H](C(=O)N2CCCCC2)[C@@]2(C)c3[nH]c4ccc(Cl)cc4c3CCN2C1=O	9.6%	-20.4	-13.5%	?	-23.5	?	-0.5%	-11.9%	-8.4%
CN(CCC#N)C(=O)COC(=O)[C@H](Cc1ccccc1)N1C(=O)c2ccccc2C1=O	9.4%	1.4	20.1%	1.6	41.3	-21.6%	?	10.7%	3.7%
COc1ccc(NC(=O)c2ccc3c(c2)OCO3)cc1	1.8%	-4.2	-11.5%	-11.4	-11.9	3.2%	-4.3%	-1.4%	-17.1%

Random excerpt: 3 entries already listed.
SMILES	GLP-1R agonist	D3 ag	HT1080 IDH1KD tx	D3 antag	IL-1B inflam inh	SW480 rerep	KB-V1 cytotox	HT1080NT lethal	KB-3-1 tox
CN(CCC#N)C(=O)COC(=O)[C@H](Cc1ccccc1)N1C(=O)c2ccccc2C1=O	9.4%	1.4	20.1%	1.6	41.3	-21.6%	?	10.7%	3.7%
COc1ccc(/C=C/C(=O)NCC2COc3ccccc3O2)c(OC)c1 (stereo not given)	5.2%	-5.3	0.6%	-14.1	-59.4*	25.3%	?	-6.5%	2.0%
Fc1ccc(-c2nc3ccc(Cl)cn3c2Cc2ccccc2)cc1	18.7%	4.9	2.5%	33.0	19.3	.	?	-2.7%	16.6%

(continued)
SMILES	GLP-1R agonist	D3 ag	HT1080 IDH1KD tx	D3 antag	IL-1B inflam inh	SW480 rerep	KB-V1 cytotox	HT1080NT lethal	KB-3-1 tox
COc1ccc(OC)c(NC(=O)CCN2CCN(c3ccccc3OC)CC2)c1	14.5%	-16.6	9.1%	-84.5*	5.9	-4.2%	4.1%	-0.7%	0.3%
O=C(CNC(=O)c1cccs1)c1ccc(Cl)cc1	-0.7%	2.2	17.2%	-9.8	-10.4	0.7%	-8.5%	8.5%	10.4%
CCOc1ccc(NC(=O)CN(C)C(=O)c2cc([N+](=O)[O-])ccc2N2CCOCC2)cc1OCC	0.6%	-4.6	0.2%	9.3	-7.2	1.3%	-8.3%	-5.2%	8.0%
CC(=O)NC1CCC(OC(=O)Nc2ccccc2)CC1 (stereo not given)	-2.6%	2.0	4.2%	-18.7	-8.9	1.3%	13.1%	0.7%	-25.0%
CCN(CC(=O)NCc1cccs1)C(=O)/C=C/c1cccc(Cl)c1Cl	11.4%	-6.5	9.0%	10.5	-1.5	1.1%	-24.4%	8.9%	4.1%
O=C(NCCC1=CCCCC1)N[C@@H](Cc1ccccc1)C(=O)O	10.0%	-7.5	0.7%	19.0	-8.8	4.3%	-6.1%	-0.6%	-2.8%
Cc1cc2oc(=O)cc(CN3CCCCC3C)c2cc1C (stereo not given)	22.9%	-10.9	1.4%	-22.8	32.2	11.9%	9.0%	?	2.0%
COc1cccc(NC(=O)CN(C)C(=O)C(Sc2ccccc2)c2ccccc2)c1 (stereo not given)	4.9%	-1.3	-18.5%	7.8	-3.5	-116.6%	?	-0.5%	?
C=C1C(=O)OC2C1CCC(C)=C1C(=O)C3OC3(C)C12 (stereo not given)	-18.2%	-58.3	16.4µM*	-129.0*	-104.5*	?	?	?	?
COc1ccccc1-n1nnnc1SCC(=O)NC1CCCC1	-0.5%	1.6	-0.2%	-18.4	13.9	-2.0%	-13.6%	2.8%	0.0%
CCOc1ccc(NC(=O)CCSc2nc3c(c(CC)c2C#N)C(=O)CC(C)(C)C3)cc1	-9.2%	0.0	-6.7%	-5.2	-14.9	-1.5%	-18.3%	-10.0%	0.8%
O=C(NCc1ccccc1)C1CCC1	2.0%	4.1	-3.5%	-20.2	65.7	-3.5%	0.0%	0.0%	0.6%
O=C(COC(=O)CCCNC(=O)c1ccc(Cl)cc1)NC1CC1	-7.1%	9.4	2.6%	12.8	17.8	-6.4%	17.1%	7.1%	-6.5%
Cc1cc(C)nc(Nc2cc([N+](=O)[O-])ccc2C)n1	3.8%	-12.8	24.6%	-26.1	0.1	-0.2%	-4.6%	15.9%	7.3%
CC(=O)OC[C@H]1O[C@@H](Oc2cc3ccc(=O)oc3cc2OC(C)=O)[C@H](OC(C)=O)[C@@H](OC(C)=O)[C@@H]1OC(C)=O	8.4%	-15.5	9.3%	8.2	11.7	20.6µM*	-0.4%	3.8%	0.0%
COc1ccc(NCc2cccn2-c2nnc(N3CCCCCC3)s2)cc1	18.5%	2.4	.	.	.	.	0.0%	.	-3.7%
O=C(/C=C/c1cccc([N+](=O)[O-])c1)N1CCN(c2ccccn2)CC1	-5.1%	4.1	15.3%	-12.5	25.4	-2.4%	13.1%	18.8%	?
CN1C(=O)/C(=C/c2ccccc2Cl)Sc2ccc(C(=O)NCc3cccnc3)cc21	19.4%	4.4	?	9.9	-68.5*	-4.9%	-31.0%	?	-7.4%
CCOP(=O)(c1ccc(N(C)C)cc1)C(O)c1ccc(Cl)cc1 (stereo not given)	2.8%	2.9	2.3%	7.3	-4.3	0.1%	?	2.6%	-8.2%
Cc1ccc(C(=O)CN2C(=O)C(=O)N(Cc3ccccc3)C2=O)cc1	4.0%	3.4	10.9%	4.1	-13.7	-86.3%[inhibitor]	6.9%	13.3%	3.2%
CCC(C)c1ccc(NC(=O)COC(=O)CCNC(=O)c2ccco2)cc1 (stereo not given)	8.5%	5.7	0.0%	-9.0	-2.1	-4.9%	17.6%	-7.9%	1.8%
CN1C[C@@H]2[C@@H]3C(=O)N(Cc4ccccc4)C(=O)[C@@H]3[C@](Cc3ccccc3)(C1=O)N2C(=O)c1ccc(Cl)cc1	0.4%	-23.5	7.1%	-19.6	-18.2	1.3%	-4.6%	3.7%	4.7%
COc1cc([N+](=O)[O-])ccc1NC(=S)Nc1cc(C(=O)OC(C)C)cc(C(=O)OC(C)C)c1	-1.4%	1.9	?	-1.4	-2.6	17.3%	?	-21.1%	?
O=C(NC1CCCC1)C1CC(=O)N(CCc2ccccc2)C1 (stereo not given)	-0.1%	-2.4	2.4%	17.0	2.4	?	13.5%	-4.4%	-4.3%
CC1CC1C(=O)OCC(=O)Nc1ccc2[nH]c(=O)[nH]c2c1 (stereo not given)	-7.4%	3.2	1.0%	11.6	9.9	?	-18.8%	12.7%	10.3%
CCOC(=O)C1CCN(S(=O)(=O)c2csc(C(N)=O)c2)CC1	-4.5%	0.0&-2.5	0.8%	7.0	59.6	?	20.3%&-5.6%	-4.3%	-16.8%&-12.0%
CC(CCc1ccccc1)NC(=O)CNC(=O)c1cccs1 (stereo not given)	-3.1%	-4.2	6.9%	18.0	25.7	-0.4%	3.2%	0.3%	22.5%
O=S(=O)(Nc1cccc(S(=O)(=O)N2CCCC2)c1)c1cccc(Br)c1	-0.6%	0.4	0.5%	-12.2	5.0	2.2%	0.0%	-0.3%[9.24 µM]	9.5%
